# JMJD2E inh: JMJD2E (human) inhibition; Potency, µM (titrated, usually from 57.1 µM), without a hit: at the top dose activity change, negative = inhibition, hits mostly inhibitors; B2RXH2; JMJD2E catalytic domain, FDH-coupled NADH fluorescence (FDH is formaldehyde dehydrogenase); 230,000 tested, 1.6% active; active = well fitted inhibition curve with a large enough effect, not every such curve was filed as active; inconclusive = small, poorly fitted or top-dose-only effect, or another doubt; inactive = no such curve, though single readings can be large or run the other way;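 note: 0% = wells with enzyme and -100% = buffer wells without enzyme; nearly all actives have a fitted effect of over 50% in size; many of its hits are not listed in these tables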
# RGS12 GoLoco inh: inhibitors of human Gai1-RGS12 GoLoco interaction (red fluorophore) | Gai1:RGS12 GoLoco peptide FP, rhodamine, 10 min | 230,000 tested, 0.44% active | P63096 | Potency, µM (highest dose often 61.6 µM), inactives show at the highest dose activity, negative = inhibition, usual class: inhibitors; active = well fitted inhibition curve with a large enough effect, not every such curve was filed as active; inactive = no such curve, though single readings can be large or run the other way; note: % is set by controls: 0 for no effect and ±100 for the full control effect; nearly all actives have a fitted effect of over 30% in size; many of its hits are not listed in these tables
# Epigenetic reg: derepresses silenced GFP reporter in murine cells. Potency, µM (series often up to 53.9 µM), for inactives: at the top dose GFP activation, actives largely listed as activators. 280,000 tested, 0.2% active. murine LDR cells, GFP reporter derepression, 30 h; note: % of control where 0% means no effect; nearly all actives have a fitted effect of over 60% in size
#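 GFP-positive cell count by laser-scanning cytometry (objects 20–120 um) after 30 h, 37 C compound exposure of murine LDR cells; reporter is CMV-GFP integrated at a silenced locus, inducible by HDAC or DNMT inhibitors.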
# RECQ1 helicase: blocks DNA unwinding by human RECQ1 | RECQ1 DNA unwinding, red fluorescence kinetic read | Potency, µM (titrated, usually from 57.3 µM), for the others: top-dose activity, negative = inhibition, usual class: inhibitors | 240,000 tested, 0.54% active | AID 2549;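 note: plate controls were vehicle for no effect and no enzyme for full effect; nearly all actives have a fitted effect of over 30% in size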
# Target sequence (P46063 whole entry, looked up): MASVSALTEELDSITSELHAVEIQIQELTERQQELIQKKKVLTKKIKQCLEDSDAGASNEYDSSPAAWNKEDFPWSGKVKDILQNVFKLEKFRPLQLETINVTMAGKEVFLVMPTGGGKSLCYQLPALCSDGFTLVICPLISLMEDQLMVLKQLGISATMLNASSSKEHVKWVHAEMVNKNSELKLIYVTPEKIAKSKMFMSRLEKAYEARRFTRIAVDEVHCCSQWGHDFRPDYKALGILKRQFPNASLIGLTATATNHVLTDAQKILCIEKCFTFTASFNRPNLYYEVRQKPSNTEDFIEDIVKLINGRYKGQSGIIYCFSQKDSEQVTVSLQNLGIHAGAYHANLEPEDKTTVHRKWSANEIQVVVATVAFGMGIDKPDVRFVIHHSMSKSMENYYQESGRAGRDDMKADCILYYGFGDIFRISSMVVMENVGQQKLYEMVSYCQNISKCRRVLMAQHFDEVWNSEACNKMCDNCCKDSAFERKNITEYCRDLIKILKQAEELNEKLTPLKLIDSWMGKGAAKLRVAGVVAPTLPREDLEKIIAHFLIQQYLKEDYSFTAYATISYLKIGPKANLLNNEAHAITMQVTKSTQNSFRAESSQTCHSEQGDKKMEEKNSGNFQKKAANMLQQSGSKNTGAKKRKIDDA
#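 RECQ1T1 50 nM; forked duplex (20 bp + 30-nt ss tails) 200 nM, ATP 2 mM final; pH 8.0, 2 mM MgCl2, 2.5 ug/ml poly(dI-dC); 15 min compound preincubation; discontinuous kinetic read over 2 h at RT.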
# Luc counter: blocks Kinase-Glo luciferase, a counter-screen artifact; Q27757; Kinase-Glo luciferase, ATP luminescence, 8 min; Potency, µM (doses to about 38.3 µM), inactives show at the top dose activity change, negative = inhibition, hits mostly inhibitors; 200,000 tested, 0.28% active; note: % is set by controls: 0 for no effect and ±100 for the full control effect; nearly all actives have a fitted effect of over 60% in size
#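 Kinase-Glo luciferase light output from ATP and luciferin was measured with 10 uM ATP, within the enzyme's linear range. Buffer: 50 mM imidazole pH 7.2, 50 mM KCl, 7 mM MgCl2, 0.01% Tween 20, 0.05% BSA; luminescence read after 8 min at ambient temperature.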
# SMN2 splice enh: enhancers of SMN2 splice variant expression; HEK293 SMN2-luciferase splicing reporter, luminescence, 30-36 h; Potency, µM (highest dose often 46.1 µM), for inactives: at the highest dose activity change, positive = activation, most hits filed as activators; 210,000 tested, 2.8% active; AID 1458; note: % of control where 0% means no effect; nearly all actives have a fitted effect of over 55% in size
#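 HEK293 cells carry an SMN2 minigene-luciferase reporter in which exon 7 inclusion puts luciferase in frame. Cells were seeded at 2000 cells/well, attached for 10-12 hours, then exposed to compounds for 30-36 hours at 37C before ONE-Glo luminescence.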
# NPSR antagonist: neuropeptide S receptor (human) antagonism, cAMP; CHO-NPSR cells, cAMP TR-FRET, antagonist mode; Potency, µM (doses to about 38.3 µM), inactives show top-dose activity change, negative = inhibition, actives largely listed as inhibitors; 220,000 tested, 1% active; AID 1461; Q6W5P4; note: % is set by controls: 0 for no effect and ±100 for the full control effect; nearly all actives have a fitted effect of over 50% in size; many of its hits are not listed in these tables
# Target sequence (Q6W5P4 whole entry, looked up): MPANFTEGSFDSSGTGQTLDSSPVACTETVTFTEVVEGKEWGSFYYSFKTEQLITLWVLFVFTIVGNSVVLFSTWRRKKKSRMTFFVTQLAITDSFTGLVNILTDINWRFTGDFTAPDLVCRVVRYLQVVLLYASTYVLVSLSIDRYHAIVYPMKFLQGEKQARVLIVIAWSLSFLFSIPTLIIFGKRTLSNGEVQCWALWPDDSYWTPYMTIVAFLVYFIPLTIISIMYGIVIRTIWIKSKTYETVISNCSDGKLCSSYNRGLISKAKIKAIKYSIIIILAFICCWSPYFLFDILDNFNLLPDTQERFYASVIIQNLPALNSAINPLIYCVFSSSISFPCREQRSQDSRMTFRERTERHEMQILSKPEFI
# IMPase Li inh: IMPase inhibition in cells with lithium potentiation; 210,000 tested, 0.35% active; Potency, µM (highest dose often 59.4 µM), inactives show at the highest dose activity, negative = IMPase inhibition, most hits filed as inhibitors; AID 1457; CHO-M1 cells, IP1 TR-FRET (IP-One), carbachol + lithium;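 note: IP1 builds up when IMPase is blocked and the TR-FRET signal falls; plate controls were basal vehicle for no effect and high inhibitor control for full effect; nearly all actives have a fitted effect of over 50% in size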
#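 Readout is a homogeneous TR-FRET IP1 immunoassay (Ex 320, Em 665 and 620), where raised cytosolic IP1 lowers signal. Cells were CHO-M1 treated 30 min at 37C with test compounds plus a little lithium; AC50 values came from Hill-equation fitting.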
# Numbers without * were called inactive; i = inactive; ? = inconclusive; nt = not tested or not shown; & = joins results of further samples; [ ] = dose if it differs, or a comment. Unless noted, calls come from the whole dose curve; as a rule, active = well fitted curve in the direction sought with a large enough effect; inconclusive = small, poorly fitted or top-dose-only effect, or another doubt; inactive = no such curve, though single readings can be large; an effect the other way counts as inactive or inconclusive. Potency is the fitted concentration of half-maximal effect. These rows are one share of the data, so the mix of outcomes need not match the whole.
SMILES,JMJD2E inh,RGS12 GoLoco inh,Epigenetic reg,RECQ1 helicase,Luc counter,SMN2 splice enh,NPSR antagonist,IMPase Li inh
Nn1c(CN2CCCCC2)nc2ccccc2c1=O,3.6%,10.1%,-1.1%,i,2.0%,17.7%,-7.9%[46.1 µM],15.4%[38.3 µM]
COc1ccc(OC)c(C(c2nnnn2C2CCCC2)N2CCN(c3ccc(F)cc3)CC2)c1 (stereo unspecified),-0.7%,7.6%,0.0%,i,-3.0%,4.0%,-25.0%[46.1 µM],33.0%[activator][38.3 µM]
O=C(c1ccc2c(c1)OCO2)N1CCN(c2ccc(C(F)(F)F)cn2)CC1,3.3%,6.6%,-1.1%,3.0%,2.6%,nt,21.5%,16.2%
COC(=O)c1c(N2C(=O)CC(Sc3ccccc3C(=O)O)C2=O)sc2c1CCCC2 (stereo unspecified),-6.0%,11.9%,-1.5%,-18.1%,1.6%,11.6%,0.6%,-10.2%
O=C(Nc1ccccc1C(=O)N1CCOCC1)c1ccc(F)cc1,-0.6%,-0.9%,-1.1%,-8.8%,-7.5%,-7.0%,-1.9%[46.1 µM],-2.0%[38.3 µM]
CCOc1cc(-c2nc(-c3ccncc3)no2)cc(OCC)c1OCC,-0.9%,3.5%,-0.8%,-17.7%,-0.2%,-3.4%,-10.5%[46.1 µM],-9.4%[38.3 µM]
CCn1ncc(CNC(=O)CCSc2nc(-c3ccco3)cc(C(F)(F)F)n2)c1C,-2.9%,7.3%,0.1%,i,0.1%,-29.3%,-14.4%[46.1 µM],10.4%
COc1ccc(-c2nc3n(c2Br)CCC3)cc1,-1.7%,11.1%,-1.1%,-6.1%,-8.4%,?,-4.6%[46.1 µM],-9.2%[38.3 µM]
CCOC(=O)c1sc(NC(=O)CSc2nncn2C)nc1C,-0.1%,5.8%,-1.4%,-2.3%,0.7%,16.1%,4.1%,7.3%
Cc1ccc(S(=O)(=O)NCc2ccc(C(=O)NCCCN3CCC(Cc4ccccc4)CC3)cc2)cc1,4.6%,10.0%,0.1%,-7.5%,2.9%,-78.1%[inhibitor],-23.6%,18.6%
O=C(CN1CCc2[nH]c3ccccc3c2C1)N1CCCCC1,?,19.8%,0.0%,-9.5%,-7.4%,5.9%,-19.3%[46.1 µM],34.9%[activator][38.3 µM]
[N-]=[N+]=CC(=O)CC(c1ccccc1)N1C(=O)c2ccccc2C1=O (stereo unspecified),-17.7%,-10.8%,-1.1%,-7.2%,-3.0%,19.3%,-1.1%[46.1 µM],10.4%[38.3 µM]
COC(=O)c1ccccc1Oc1ccc(NC(=O)CCCl)cc1,5.9%,7.6%,1.1%,i,0.8%,0.5%,-5.3%,-1.6%
Cc1sc2ncnc(Sc3ccccc3C(=O)Nc3ccc(C#N)cc3)c2c1C,6.4%,13.7%,1.9%,1.2%,0.4%,0.7%,-44.9%,?
O=C(O)c1ccc(C(=O)c2ccc3c(c2)C(=O)N(CC2CCCO2)C3=O)cc1 (stereo unspecified),-18.1%,18.7%,2.4%,i,0.5%,7.6%,9.7%,9.4%

# Exported with tabs: entries from further up.
canonical_smiles	JMJD2E inh	RGS12 GoLoco inh	Epigenetic reg	RECQ1 helicase	Luc counter	SMN2 splice enh	NPSR antagonist	IMPase Li inh
COc1ccc(OC)c(C(c2nnnn2C2CCCC2)N2CCN(c3ccc(F)cc3)CC2)c1 (stereo unspecified)	-0.7%	7.6%	0.0%	i	-3.0%	4.0%	-25.0%[46.1 µM]	33.0%[activator][38.3 µM]
CCn1ncc(CNC(=O)CCSc2nc(-c3ccco3)cc(C(F)(F)F)n2)c1C	-2.9%	7.3%	0.1%	i	0.1%	-29.3%	-14.4%[46.1 µM]	10.4%
O=C(CN1CCc2[nH]c3ccccc3c2C1)N1CCCCC1	?	19.8%	0.0%	-9.5%	-7.4%	5.9%	-19.3%[46.1 µM]	34.9%[activator][38.3 µM]
COC(=O)c1c(N2C(=O)CC(Sc3ccccc3C(=O)O)C2=O)sc2c1CCCC2 (stereo unspecified)	-6.0%	11.9%	-1.5%	-18.1%	1.6%	11.6%	0.6%	-10.2%
[N-]=[N+]=CC(=O)CC(c1ccccc1)N1C(=O)c2ccccc2C1=O (stereo unspecified)	-17.7%	-10.8%	-1.1%	-7.2%	-3.0%	19.3%	-1.1%[46.1 µM]	10.4%[38.3 µM]

# (cont.)
SMILES,JMJD2E inh,RGS12 GoLoco inh,Epigenetic reg,RECQ1 helicase,Luc counter,SMN2 splice enh,NPSR antagonist,IMPase Li inh
COc1ccccc1NS(=O)(=O)c1cc(NC(=O)Nc2ccccc2)ccc1N1CCCCC1,?,4.2%,0.0%,-15.4%,-6.5%,-3.3%,-11.1%,-5.8%
O=C(NCCO)c1cc2ccccc2cc1O,?,-10.8%&8.7%,-1.1%&-0.1%,-1.0%&-4.4%,2.1%,5.8%,3.5%[46.1 µM],11.0%[38.3 µM]
O=[N+]([O-])c1c(Nc2ccccc2O)ccc2nonc12,0.5%,-3.3%,-3.5%,-10.0%,-3.1%,-15.0%,-24.9%,-1.3%
Cc1ccc(S(=O)(=O)/N=C2/C=C(Sc3ncn[nH]3)C(=O)c3ccccc32)cc1,3.98µM*,-31.4%,10.4%,?,-1.2%,-6.9%[1.84 µM],10µM*,28.1%
O=C(C1CCCC1)N(c1ccccc1)C1C=CS(=O)(=O)C1 (stereo unspecified),3.3%,4.0%,1.0%,-4.0%,0.9%,11.8%,0.6%[46.1 µM],12.9%[38.3 µM]
Cc1cc2cc3c(cc2nc1SCC(=O)Nc1ccccc1)CCC3,-5.7%,-1.6%,0.0%,i,0.5%,3.7%,?,?
Cc1ccc(OCC(=O)N/N=C/c2cccn2C)cc1C,13.9%,0.7%,-1.8%,-5.3%,nt,nt,-24.8%,nt
CCOC(=O)COc1c(/C=N\O)cc(Cl)cc1OC,-15.8%,0.5%,-1.1%,-0.4%,-5.8%,7.1%,-8.9%,3.8%
CN1c2ccccc2C(=O)NC1c1ccc([N+](=O)[O-])s1 (stereo unspecified),2.9%,3.9%,1.2%,i,nt,nt,-22.0%,nt
CC1CC2(CCCC2)N(C(=O)c2ccccc2)Cc2ccccc21 (stereo unspecified),5.5%,-2.0%,1.5%,-5.3%,-2.5%,-20.7%,-49.6%,5.7%
O=C(Nc1ccc(N2CCN(C(=O)c3ccccc3)CC2)c(Cl)c1)c1ccc(Br)o1,?,-4.4%,-1.0%,-4.7%,-3.5%,-41.8%[inhibitor],?,23.3%[38.3 µM]
Cc1nnc(SCC(=O)NNC(=O)C(C)C)[nH]c1=O,9.0%,0.4%,1.1%,-2.8%,-1.6%,7.6%,20.7%,-2.1%
COCCn1c(SCC(=O)NNC(=O)Cc2ccccc2)nc2ccccc2c1=O,-3.8%,-4.5%,-3.4%,-1.6%,0.3%,4.0%,7.3%,2.8%
COc1ccc(NC(=S)/N=C(\N)Nc2nc(C)c3ccccc3n2)cc1,0.4%,5.9%,-9.3%,6.4%,nt,nt,1.7%,nt
COc1ccccc1-c1nnc(Nc2nc3c(OC)cccc3s2)o1,?,13.2%,0.0%,?,-8.0%,-13.5%,7.8%[46.1 µM],?
O=C(Cn1cc(C(F)(F)F)cc(Cl)c1=O)Nc1cc(S(=O)(=O)N2CCOCC2)ccc1Cl,-5.6%,nt,0.0%,-7.8%,nt,nt,10.9%[46.1 µM],nt
O=C(NCc1cccs1)c1ccccc1C(=O)NCc1cccs1,-5.2%,2.3%,-1.6%,-6.2%,-7.8%,-9.5%,10.4%[46.1 µM],6.3%[38.3 µM]
O=C(Nc1ccc2c(c1)S(=O)(=O)N=C1CCCCCN12)c1ccccc1Cl,11.9%,6.0%,0.0%,i,-0.7%,6.6%,-5.5%,7.8%
CC(c1ccco1)N(C(=O)c1ccc(C(F)(F)F)cc1)c1ccccn1 (stereo unspecified),-19.9%,-14.0%,-0.9%,-4.1%,2.7%,10.2%,-0.7%,2.3%
CCSc1cc(N2CCCC2)nc(-c2ccccc2)n1,-0.3%,2.5%,0.0%,-3.9%,-3.7%,-22.8%,-1.8%[46.1 µM],46.6%[activator][38.3 µM]
Cc1ccc(C(c2ccc(C)o2)c2cccc([N+](=O)[O-])c2O)o1,-8.6%,4.7%,0.0%,?,0.7%,-4.7%,-9.6%[46.1 µM],8.9%[38.3 µM]
O=C(Nc1sc2c(c1C(=O)O)CCCCC2)c1ccccc1,3.0%,-17.2%,-1.0%,15.6%,?,nt,34.3%,20.3%
Cc1ccc(S(=O)(=O)Oc2ccccc2/C=C2\SC(=O)NC2=O)cc1,-8.1%,27.4%,2.2%,18.8%,2.2%,-23.7%,-39.4%,8.2%
CC(=O)NCc1ccc2[nH]c(C)cc2c1,?,-1.9%,-0.8%,24.2%,1.7%,1.8%,-12.7%[46.1 µM],39.9%[activator][38.3 µM]
CC(O)CNc1ccc(-c2nn(C)c(=O)c3ccccc23)cc1[N+](=O)[O-] (stereo unspecified),11.0%,52.2%[activator],7.5%,i,0.6%,4.3%,-10.0%,7.8%
CN(C)C1N(C(=O)c2ccccc2)N=C2c3ccccc3S(=O)(=O)N21 (stereo unspecified),1.6%,9.8%,2.7%,-10.0%,0.2%,nt,-10.6%,-0.1%
COc1ccc(N2C(=O)c3ccccc3NC2c2ccc(OC)c(COc3ccccn3)c2)cc1 (stereo unspecified),?,5.7%,0.0%,-2.5%,4.3%,12.6µM*,-3.1%[46.1 µM],5.3%
Cc1cccc(C)c1-n1nnnc1SCSc1nnnn1-c1c(C)cccc1C,-3.5%,8.2%,0.0%,8.1%,3.2%,-24.4%,?,6.7%
CCCCNC(=O)C(C#N)c1nc2ccccc2nc1N1CCCC1 (stereo unspecified),?,49.1%[activator],13.6%,5.2%,1.2%,7.9%,2.7%[46.1 µM],20.7%[38.3 µM]
CCCC(=O)Nc1ccc2c(c1)c1ccccc1n2CC,?,1.1%,3.8%,-3.1%,-1.7%,21.1%,-9.2%,-19.6%
Cn1c(-c2ccc(Br)o2)nc2ccccc21,-8.8%,-9.2%,-0.4%,-0.6%,10µM*,12.6µM*,4.4%[46.1 µM],3.6%[38.3 µM]
CCOC(=O)C1=C(C)N(CCCCCC(=O)O)C(=O)NC1c1ccccc1OC(=O)c1cccs1 (stereo unspecified),6.9%,-0.5%,-1.0%,-4.2%,-4.6%,6.9%,-14.4%,2.1%

# Compound activity deposited in PubChem BioAssay by National Center for Advancing Translational Sciences (NCATS).
